Efflux pump mplx: inhibitors of Candida antifungal efflux pumps expressed in yeast; S. cerevisiae Candida pump triplex, Nile Red efflux; inhibition, % at 10 µM; 0.44% of 330,000 active; AID 485275;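 active = plate passing quality check with inhibition over a set limit, or well fluorescence over plate mean plus 4 SD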;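 note: Nile Red retained in pooled yeast measured as flow cytometry median fluorescence; 0% = buffer negative control and 100% = Enniatin B positive control; higher means more Nile Red kept so more efflux inhibition; some compounds called inactive have numbers as strong as hits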
Yeast superoxide: lowers age-related superoxide in aged yeast cells | S. cerevisiae aged cells, superoxide DHE fluorescence; active compounds read low | superoxide response (% of plate mean), % at 10 µM | 0.18% of 330,000 active | AID 2690;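 active = superoxide response under a set limit, about three screen SD below normal, cut at about 65% in these data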;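 note: yeast aged for seven days with compound at 30 °C before DHE staining; 100% = average MFI of all compound-treated wells on the plate with controls excluded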
MCL1 BIM primary: MCL1-BIM-BH3 interaction inhibition (human) | 0.68% of 320,000 active | GST-MCL1 / FITC-Bim-BH3 fluorescence polarization | inhibition, % at 10.9 µM;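 active = inhibition above the mean inhibition of all tested compounds plus 3 SD, set per campaign, cut at about 40% in these data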;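 note: 0% = DMSO wells and 100% = unlabeled Bim-BH3 peptide control; higher means more loss of mP so more displacement of Bim peptide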
Fam108B counter: counter-screen for RBBP9 inhibitors: inhibitors of mouse Fam108B. recombinant Fam108B, FP-Rh probe fluorescence polarization. 0.33% of 300,000 active. inhibition, % at 9.51 µM;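 active = inhibition above the screen mean inhibition plus 3 SD, computed separately per campaign, cut at about 18% in these data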;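 note: inhibitors lower polarization as less probe binds the enzyme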
Bcl-xL primary: inhibitors of human Bcl-xL; GST-Bcl-xL / FITC-Bim BH3 peptide fluorescence polarization; inhibition, % at 10.9 µM; 0.7% of 320,000 active;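 active = inhibition above the mean of all tested compounds plus 3 SD, cutoff set per campaign, cut at about 30% in these data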;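 note: 0% = DMSO wells and 100% = unlabeled Bim-BH3 peptide competitor; inhibitors lower millipolarization by displacing the labeled peptide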
Target sequence (Q07817 whole entry, looked up): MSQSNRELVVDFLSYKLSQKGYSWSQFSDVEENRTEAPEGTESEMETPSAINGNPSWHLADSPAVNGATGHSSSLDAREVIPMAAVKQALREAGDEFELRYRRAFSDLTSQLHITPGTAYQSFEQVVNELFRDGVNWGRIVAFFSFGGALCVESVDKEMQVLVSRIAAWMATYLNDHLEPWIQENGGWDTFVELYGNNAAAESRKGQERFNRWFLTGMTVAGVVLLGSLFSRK
EBNA-1 inh: blocks EBNA-1 binding to DNA; 0.34% of 300,000 active; inhibition, % at 14.8 µM; EBNA-1 DNA binding, fluorescence polarization; in the data active = inhibition above about 28%
GLD-1 RNA inh: GLD-1-TGE RNA interaction inhibition (C. elegans); purified GLD-1 + fluorescein TGE RNA, fluorescence polarization; inhibition, % at 5.96 µM; 0.44% of 320,000 active; AID 2280;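 active = percent inhibition above a per-plate cutoff, the plate mean of test compounds plus 3 SD, cut at about 30% in these data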;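 note: 0% = DMSO wells with GLD-1 and probe and 100% = wells lacking GLD-1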
MEX-5 binding: C. elegans MEX-5 TCR-2 RNA binding activity; Q9XUB2; MEX-5/FITC-TCR2 RNA binding, fluorescence polarization; active compounds read low; activity score (negative = inhibition of binding), % at 10 µM; 0.38% of 300,000 active;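 active = inhibition past about -25% in most replicates, and total fluorescence under double the plate's negative control median, limit read from the data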;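 note: 0% = DMSO and -100% = 5 µM competing unlabeled TCR2 RNA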
Target sequence (Q9XUB2 whole entry, looked up): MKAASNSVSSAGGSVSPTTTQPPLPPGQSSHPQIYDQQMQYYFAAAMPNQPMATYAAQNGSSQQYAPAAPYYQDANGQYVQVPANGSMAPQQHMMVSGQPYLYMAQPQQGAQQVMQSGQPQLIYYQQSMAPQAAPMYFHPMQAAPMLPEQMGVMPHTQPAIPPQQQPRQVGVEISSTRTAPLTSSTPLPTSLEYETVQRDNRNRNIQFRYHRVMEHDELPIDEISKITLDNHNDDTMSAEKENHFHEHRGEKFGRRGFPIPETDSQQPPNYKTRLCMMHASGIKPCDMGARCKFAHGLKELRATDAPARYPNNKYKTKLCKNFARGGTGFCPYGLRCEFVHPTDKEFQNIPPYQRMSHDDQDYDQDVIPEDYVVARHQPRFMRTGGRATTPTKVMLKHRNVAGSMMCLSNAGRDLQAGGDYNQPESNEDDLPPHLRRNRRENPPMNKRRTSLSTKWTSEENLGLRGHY
ZTA counter: blocks Epstein-Barr virus ZTA, an EBNA-1 counter-screen; 0.15% of 320,000 active; AID 2234; inhibition, % at 11 µM; ZTA-DNA binding, fluorescence polarization; in the data active = inhibition above about 33%
Target sequence (P03206 whole entry, looked up): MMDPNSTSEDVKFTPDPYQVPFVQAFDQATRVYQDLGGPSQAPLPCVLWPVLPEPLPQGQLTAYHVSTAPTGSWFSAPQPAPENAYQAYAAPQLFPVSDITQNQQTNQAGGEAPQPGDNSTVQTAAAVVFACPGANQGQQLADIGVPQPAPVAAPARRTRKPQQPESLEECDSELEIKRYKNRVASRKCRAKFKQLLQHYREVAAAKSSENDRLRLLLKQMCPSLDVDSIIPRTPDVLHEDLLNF
* marks the source's active call; other numbers are inactive results; · = no result given.

entry	molecule	Efflux pump mplx	Yeast superoxide	MCL1 BIM primary	Fam108B counter	Bcl-xL primary
1	CCN(CC(=O)Nc1ccccc1C(F)(F)F)C(=O)c1ccccc1Cc1ccccc1	0.0	101	3	-5	9
2	Cc1cccc(NC(=O)CSc2nnc(NC(=O)CN3CCCCC3)s2)c1	0.0	99	4	-3	3
3	COc1ccccc1N1CCN(c2ncnc3sc(C)c(-c4ccccc4)c23)CC1	0.1	93	-6	-2	0
4	O=S(=O)(c1ccc2ccccc2c1)N1CCN(C(=S)Nc2ccc(F)c(Cl)c2)CC1	0.0	91	10	-27	3
5	COc1cc(/C=N/Nc2nc(=O)[nH]nc2C)cc([N+](=O)[O-])c1O	0.1	113	9	2	15
6	COC(=O)[C@@]12CCCCN1[C@H](c1ccc(SC3CCCCC3)cc1)[C@@H]1C(=O)N(C)C(=O)[C@@H]12	-0.2	98	10	3	8
7	O=C(CN(Cc1ccccc1)C1=NCCS1)c1ccc(Cl)cc1	-0.1	94	4	-2	1
8	CC(C)NOC(=O)c1ccc(Cl)cc1	0.0	95	15	6	3
9	Cn1c(=O)c2c(nc(Sc3ncnn3CC(=O)N3CCOCC3)n2C)n(C)c1=O	-0.2	101	-9	5	-2
10	Cc1csc(NC(=O)c2cc(C)on2)n1	-0.3	110	3	·	-2

entry	EBNA-1 inh	GLD-1 RNA inh	MEX-5 binding	ZTA counter
1	-8	5	1.0	-3
2	-1	1	0.0	15
3	-3	1	-1.5	7
4	-6	1	-3.3	-10
5	8	5	-79*	5
6	4	-8	-3.7	-9
7	-4	7	4.6	-4
8	8	2	1.5	-11
9	-7	4	-0.3	-22
10	·	2	·	10

New compounds follow
entry	molecule	Efflux pump mplx	Yeast superoxide	MCL1 BIM primary	Fam108B counter	Bcl-xL primary
11	CCOC(=O)C1CCCN(C(=O)CCNC(=O)Cn2ccc3ccccc3c2=O)C1 (centres undefined)	-0.1	97	-8	-1	-4
12	Cc1cc(-c2ccco2)n(CC(=O)NCCN(C)C)n1	-0.5	90	-1	-1	6
13	COCCCNc1nc2ccccc2nc1NS(=O)(=O)c1cccc(Cl)c1	-0.1	96	18	-4	18
14	CCN(Cc1cccc(OC)c1)CC1CCCN(CCc2cccc(OC)c2)C1 (centres undefined)	-0.1	102	-2	2	4
15	Cc1ccc2c(c1)C(c1ccccc1)N(C(=O)c1cccc([N+](=O)[O-])c1)CC(=O)N2 (centres undefined)	-0.3	96	0	1	0
16	CSc1nncc(-c2ccccc2)n1	-0.1	110	4	3	2
17	O=C(CCn1c(=O)oc2ccccc21)N1CCN(c2ccccc2F)CC1	0.0	96	-1	-2	4
18	Cc1ccc(NC(=O)c2ccc3ccccc3n2)cc1S(=O)(=O)N1CCOCC1	0.2	103	-8	-5	2
19	CCCCNc1cc(C(=O)O)cc(S(N)(=O)=O)c1Oc1ccccc1	-0.1	92	-2	-2	7
20	O=C1c2ccccc2C(=O)N1CC1CCCO1 (centres undefined)	0.0	95	3	3	1

entry	EBNA-1 inh	GLD-1 RNA inh	MEX-5 binding	ZTA counter
11	0	5	-0.7	8
12	-3	-4	0.1	-5
13	-3	7	-9.6	-9
14	2	-3	0.6	16
15	-2	-1	1.3	-2
16	-10	3	0.7	-5
17	17	3	-0.5	9
18	-7	-2	0.1	8
19	11	-4	-1.7	10
20	-9	3	-1.7	-10

The list goes on:
entry	molecule	Efflux pump mplx	Yeast superoxide	MCL1 BIM primary	Fam108B counter	Bcl-xL primary
21	Cn1cc(CNC(=O)c2sc3cccc(Cl)c3c2Cl)cn1	-0.1	84	-8	-1	0
22	CCCOC(=O)c1ccc(Oc2cn[nH]c2-c2ccc(OCC(=O)NN)cc2O)cc1	-0.2	95	13	-1	8
23	Cc1ccc(NC(=S)NC2CCCC2)c(C)c1	-0.1	86	15	0	4
24	O=C(CCC1CCCCC1)Nc1c[nH]c(=O)[nH]c1=O	0.0	98	6	3	0
25	CC(=O)C1=C(O)C(=O)N(c2ccccn2)C1c1ccccc1[N+](=O)[O-] (centres undefined)	0.0	95	19	-2	16
26	CCN(CC)C(=O)Cn1cc(S(=O)(=O)CC(=O)NCc2ccc(C)cc2)c2ccccc21	2.6	93	15	-5	4
27	CC1CCCCN1CCCNC(=O)c1ccc2c(=O)n(CCc3ccccc3)c(=O)[nH]c2c1 (centres undefined)	-0.3	103	10	-1	3
28	OCCNC(=S)Nc1ccc2c(c1)OCCO2	0.0	91	3	-1	4
29	Cc1oc2cc3oc(=O)c(CCC(=O)NCCCN4CCOCC4)c(C)c3cc2c1C	0.1	110	-2	0	1
30	COc1cccc(NC(=O)C(c2ccccc2)N2CCN(c3ccccn3)CC2)c1 (centres undefined)	-0.1	106	-2	-3	-3

entry	EBNA-1 inh	GLD-1 RNA inh	MEX-5 binding	ZTA counter
21	2	-3	0.5	-9
22	-2	11	-1.4	13
23	-10	4	-2.5	-8
24	2	5	-1.2	13
25	-4	7	-3.5	-10
26	4	4	-2.9	5
27	7	3	1.3	1
28	16	3	2.2	6
29	-4	-1	1.6	4
30	3	3	2.5	14

Entries of single compounds, quoted from the list. Order of screens: Efflux pump mplx | Yeast superoxide | MCL1 BIM primary | Fam108B counter | Bcl-xL primary | EBNA-1 inh | GLD-1 RNA inh | MEX-5 binding | ZTA counter
Entry for `Cc1oc2cc3oc(=O)c(CCC(=O)NCCCN4CCOCC4)c(C)c3cc2c1C` → 0.1 | 110 | -2 | 0 | 1 | -4 | -1 | 1.6 | 4
Entry for `CCN(CC(=O)Nc1ccccc1C(F)(F)F)C(=O)c1ccccc1Cc1ccccc1` → 0.0 | 101 | 3 | -5 | 9 | -8 | 5 | 1.0 | -3

Remaining list, next part.
entry	molecule	Efflux pump mplx	Yeast superoxide	MCL1 BIM primary	Fam108B counter	Bcl-xL primary
31	CCN(CC)S(=O)(=O)c1ccc(Cl)c(NC(=O)COC(=O)c2ccc([N+](=O)[O-])o2)c1	0.0	107	-3	-1	2
32	CCNC(=S)Nc1cc(OCC)c(N2CCOCC2)cc1OCC	-0.1	100	4	1	6
33	Nc1nc(-c2ccco2)nn1C(=O)c1ccccc1	0.1	95	3	-2	5
34	CCOC(=O)c1c(NC(=O)COC(=O)c2ccc(C)s2)sc2c1CC(C)(C)NC2(C)C	0.2	138	-2	-1	0
35	N#C/C(=C/c1cccs1)c1nc2ccccc2[nH]1	0.3	60*	0	-4	-1
36	CCOc1ccc2nc(NC(=O)C3=NNC(=O)CC3)sc2c1	0.1	110	9	0	8
37	Cc1ccc(S(=O)(=O)N2[C@@H](c3ccc(F)cc3)C(C(=O)O)=CC[C@H]2c2ccc(Cl)cc2)cc1	0.1	101	5	-10	8
38	CCCCN(CCCC)CCCNC(=O)Cn1cc2c(n1)-c1c(oc(C(=O)N3CCCC3)c1C)CC2	-0.2	102	-1	-1	0
39	CN(C)S(=O)(=O)c1cccc(C(=O)N=C2N=C3C=CC(Cl)=CN3Cc3ccccc32)c1	0.1	90	2	4	1
40	N#CC1=C(N)Oc2cc3c(cc2C1c1ccc(Cl)cc1)OCO3 (centres undefined)	0.0	110	6	-4	6

entry	EBNA-1 inh	GLD-1 RNA inh	MEX-5 binding	ZTA counter
31	2	6	0.6	8
32	0	12	-1.7	7
33	-17	-4	-1.1	12
34	-5	9	1.2	-3
35	-11	6	-1.9	-7
36	-10	9	-0.8	8
37	8	-5	·	4
38	-10	0	0.6	-6
39	-8	5	-1.4	-1
40	2	-5	-1.4	-23

(list continues)
entry	molecule	Efflux pump mplx	Yeast superoxide	MCL1 BIM primary	Fam108B counter	Bcl-xL primary
41	CC1C(C#N)=C(N)OC2=C1C(=O)CC(C)(C)C2 (centres undefined)	0.3	108	1	-3	-1
42	CCOC(=O)c1ccc(N2C(=O)c3n[nH]c(C)c3C2c2ccccc2)cc1 (centres undefined)	0.1	112	3	-1	4
43	CC(=O)Nc1ccc(NC(=O)C(C)OC(=O)C2CCN(S(=O)(=O)c3ccc4c(c3)OCCO4)CC2)cc1 (centres undefined)	-0.1	103	1	0	-1
44	CN(C)C(=O)CN1C(=O)C2CCCCN2C(=O)c2ccccc21 (centres undefined)	-0.1	94	-3	0	2
45	COc1ccccc1N1C(=NC(=O)CCC2CCCC2)SC2CS(=O)(=O)CC21 (centres undefined)	-0.1	97	4	0	2
46	O=C(CN1CCCC1)Nc1ccc([N+](=O)[O-])cc1Cl	-0.1	105	-1	2	6
47	Cc1cccc2sc(NC(=O)c3cc(S(=O)(=O)N(C)C)ccc3N3CCCC3)nc12	0.7	98	7	-10	6
48	COC(=O)c1ccccc1NC(=O)N1c2ccccc2CC1C (centres undefined)	0.0	92	1	-3	8
49	CCCCn1c(N)c(N(CCOC)C(=O)c2ccc(N3C(=O)CCC3=O)cc2)c(=O)[nH]c1=O	-0.1	107	-13	-4	-2
50	COc1ccccc1NS(=O)(=O)c1cc(NC(=O)C2CCCC2)ccc1N1CCOCC1	0.1	93	11	-4	3

entry	EBNA-1 inh	GLD-1 RNA inh	MEX-5 binding	ZTA counter
41	1	3	1.3	8
42	-8	-5	-0.8	-9
43	-9	1	1.0	-6
44	5	2	0.6	0
45	3	-6	-0.7	3
46	1	0	0.0	-13
47	0	2	2.2	-5
48	-4	2	-1.6	-4
49	6	5	-3.7	-13
50	2	8	0.0	-13

Just MCL1 BIM primary and MEX-5 binding (five entries from above):
| no. | compound | MCL1 BIM primary | MEX-5 binding |
| --- | --- | --- | --- |
| 30 | COc1cccc(NC(=O)C(c2ccccc2)N2CCN(c3ccccn3)CC2)c1 (centres undefined) | -2 | 2.5 |
| 17 | O=C(CCn1c(=O)oc2ccccc21)N1CCN(c2ccccc2F)CC1 | -1 | -0.5 |
| 24 | O=C(CCC1CCCCC1)Nc1c[nH]c(=O)[nH]c1=O | 6 | -1.2 |
| 42 | CCOC(=O)c1ccc(N2C(=O)c3n[nH]c(C)c3C2c2ccccc2)cc1 (centres undefined) | 3 | -0.8 |
| 8 | CC(C)NOC(=O)c1ccc(Cl)cc1 | 15 | 1.5 |

New compounds follow.
entry	molecule	Efflux pump mplx	Yeast superoxide	MCL1 BIM primary	Fam108B counter	Bcl-xL primary
51	Cc1c(C)c2ccc(OCC(=O)c3ccccc3)cc2oc1=O	0.0	95	2	-10	1
52	Nc1nonc1-c1nc2ccccc2n1Cc1ccc(Cl)cc1	0.5	124	-2	1	1
53	CCCc1c(C(=O)N/N=C/c2ccccc2C(F)(F)F)nnn1-c1nonc1N	-0.1	90	-6	-5	2
54	Cc1nn(-c2nc3ccccc3[nH]2)c(N)c1-c1ccccc1	-0.2	119	5	5	1
55	Cc1ccc2c(c1)N(C(=O)CCC(=O)NCCCN1CCN(C)CC1)CC(C)O2 (centres undefined)	0.0	113	-3	1	3
56	O=c1c2ccccc2nc(CSc2nnnn2-c2ccccc2)n1-c1cccc(C(F)(F)F)c1	0.1	95	0	-2	1
57	COc1ccc(C2(C(=O)Nc3ccc(S(N)(=O)=O)cc3)CCCC2)cc1	0.2	102	-4	2	3
58	CSCCC(C(=O)NCc1cccs1)N1C(=O)c2ccccc2C1=O (centres undefined)	-0.1	103	2	-1	2
59	O=C(Nc1ccc(S(=O)(=O)N2CCOCC2)cc1)c1cc(-c2ccccc2O)n[nH]1	0.0	116	1	-6	1
60	Cc1ccc(C)c(CN2C(=O)c3ccccc3S(=O)c3ccc(C(=O)NCCCN4CCCC4)cc32)c1 (centres undefined)	0.3	94	-2	-5	0
61	COC(=O)c1sccc1NC(=O)CC1C(=O)NCCN1C(=O)c1ccc(C)c(C)c1 (centres undefined)	0.0	92	12	2	-1

entry	EBNA-1 inh	GLD-1 RNA inh	MEX-5 binding	ZTA counter
51	-4	2	1.3	11
52	-10	3	1.8	0
53	2	11	-1.8	11
54	2	7	0.0	-2
55	-14	6	-0.7	-12
56	0	-5	1.6	-6
57	-20	0	-0.7	-7
58	-4	5	2.0	-7
59	-5	0	-1.3	0
60	-8	5	0.1	9
61	-6	-6	1.9	-8
